Salmonella PhoP GFP: PhoP-dependent GFP reporter repression – Salmonella Typhimurium, primary screen (AID 1863). S. Typhimurium PhoP-regulated promoter GFP reporter, 4 h; higher % means a stronger effect. one-dose inhibition, % at 50 µM; IC50 in µM for titrated hits. actives 0.16% (n = 300,000);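 active = inhibition over 29.93%, a cutoff 3 SD above the screen mean, later confirmed by dose response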;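 note: 0% = low Mg2+ inducing control and 100% = high Mg2+ repressing control; strong numbers were not always called active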
GPR35 arrestin U2OS: inhibition of zaprinast-stimulated GPR35 beta-arrestin translocation – imaging, U2OS, beta-arrestin-GFP, zaprinast agonist, primary screen (AID 2058); actives 0.052% (n = 290,000); inhibition, % at 10 µM, or IC50 in µM where a hit was titrated; U2OS GPR35 beta-arrestin-GFP translocation imaging, zaprinast antagonism; higher % means a stronger effect;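 active = inhibition of at least 50% with at least 30 cells and total cytoplasm GFP at most 10,000,000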
T cell HTS: modulates CD8 T cell binding to vesicles. 2C CD8+ T cell-vesicle binding, flow cytometry; stronger effect = lower value. AID 2052. calls only at 7 µM. actives 0.068% (n = 330,000);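 active = response, share of CD8 T cells binding vesicles, and their 90th percentile fluorescence all below set limits, cut at about 80% in these data, passing the limit was not always enough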
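incubation = binding step 1.5 h, 37 °C, antibody labelling 20 min, ice | test system = 2C mouse CD8+ T cells | read-out basis = percent CD8+ FL2 mean versus row control | controls = Peptide-free naked vesicles (low) and QL9 vesicles with 0.7% DMSO vehicle (high) | detection = flow cytometry of vesicle-bound cells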
NTR1 agonist: NTR1-driven beta-arrestin-GFP spot formation – imaging, U2OS cells, high content, primary screen (AID 493036); P30989; agonist mode; activation, % at 20 µM; actives 0.17% (n = 330,000);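 active = activation at or above 40% of the spot to cytoplasm intensity ratio, with at least 20 cells analyzed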;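 note: 0% = DMSO without peptide and 100% = 100 nM NTR1 peptide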
Target sequence (P30989 whole entry, looked up): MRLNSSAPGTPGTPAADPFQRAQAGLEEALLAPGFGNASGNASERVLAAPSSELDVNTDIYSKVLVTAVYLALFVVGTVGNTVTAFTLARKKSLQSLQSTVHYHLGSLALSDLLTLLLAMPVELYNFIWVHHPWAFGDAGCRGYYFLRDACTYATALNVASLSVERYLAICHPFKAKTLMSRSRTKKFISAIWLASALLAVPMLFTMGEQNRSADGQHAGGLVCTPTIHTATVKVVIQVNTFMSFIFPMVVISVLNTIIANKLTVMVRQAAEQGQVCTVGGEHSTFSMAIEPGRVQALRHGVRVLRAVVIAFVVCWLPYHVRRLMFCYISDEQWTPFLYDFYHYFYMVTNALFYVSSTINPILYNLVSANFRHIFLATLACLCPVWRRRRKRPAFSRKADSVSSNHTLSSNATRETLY
GPR55 LPI antagonism: GPR55 antagonists blocking LPI-driven arrestin recruitment, primary screen, imaging, U2OS, beta-arrestin-GFP, LPI agonist (AID 2013); U2OS GPR55 beta-arrestin-GFP translocation imaging, LPI antagonism; higher % means a stronger effect; inhibition, % at 10 µM, or IC50 in µM where a hit was titrated; actives 0.13% (n = 290,000);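 active = spots per cell inhibited over 60%, with over 100 cells counted and total cytoplasm intensity under 500,000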;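 note: U2OS cells stably carrying GPR55 and arrestin-GFP stimulated by 5 µM LPI near EC80; imaged beta-arrestin-GFP aggregate spots per cell after agonist stimulation; plate controls were LPI-stimulated DMSO wells for no effect and DMSO wells without LPI for full effect; some results filed as inactive read as strong as hits; confirmed hits need IC50 under 10 µM and bright autofluorescent wells are also inconclusive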
KOR beta-arrestin-1: kappa opioid receptor activators – cell-based, luminescence, uHTS, primary screen (AID 1777); actives 0.02% (n = 280,000); KOR beta-arrestin recruitment, luminescence; higher % means a stronger effect; one-dose activation, % at 10 µM; EC50 in µM for titrated hits; in the data active = activation above about 50%, passing the limit was not always enough; note: a part of the inactive calls stands beside numbers as strong as those of hits
West Nile antiviral: inhibition of WNV-induced cytopathic effect – cell-based, CPE readout (AID 1621) | actives 0.02% (n = 290,000) | CPE inhibition, % at 10 µM; hits with a dose series show IC50 in µM | West Nile virus-infected cells, CPE inhibition; higher % means a stronger effect; in the data active = a potency from the dose series; note: strong numbers were not always called active
GPR55 beta-arrestin: selective activators of receptor GPR55 – imaging, U2OS cells, beta-arrestin-GFP redistribution, primary screen (AID 1961); U2OS GPR55 beta-arrestin-GFP redistribution imaging; higher % means a stronger effect; activation, % at 10 µM, or EC50 in µM where a hit was titrated; actives 0.048% (n = 290,000);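 active = activation above 40% with more than 50 cells counted in the well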;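 note: U2OS osteosarcoma cells stably expressing GPR55 and beta-arrestin-GFP; plate controls were DMSO negative control for no effect and LPI positive control for full effect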
KOR beta-arrestin-2: KOR antagonists, beta-arrestin recruitment, cell-based, luminescence, uHTS (AID 1778); KOR beta-arrestin recruitment, luminescence, antagonist mode; higher % means a stronger effect; actives 0.091% (n = 290,000); inhibition, % at 10 µM, or IC50 in µM where a hit was titrated; in the data active = inhibition above about 50%; note: strong numbers were not always called active
T cell HTS vesicle-bound %: further read-out of T cell HTS, marked with its call; double positive events, %; measured here: CD8+ vesicle-bound cell fraction;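 binding gate set so that unloaded-vesicle control wells show 10% double positive cells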
NTR1 agonist cell count 20 µM: further read-out of NTR1 agonist, marked with its call; cell count; measured here: cell count, cytotoxicity flag
Starred values were filed as active, the others as inactive; i = inactive; · = not tested or not shown; [ ] = dose if it differs, or a comment.

SMILES	Salmonella PhoP GFP	GPR35 arrestin U2OS	T cell HTS	T cell HTS vesicle-bound %	NTR1 agonist	NTR1 agonist cell count 20 µM	GPR55 LPI antagonism	KOR beta-arrestin-1	West Nile antiviral	GPR55 beta-arrestin	KOR beta-arrestin-2
CCCN1/C(=C(/C#N)C2=NS(=O)(=O)c3ccccc32)N(C)c2ccccc21	8%	3%	i	11	-0.1	53	3%	0.2%	-0.1%	0.3%	-21%
COc1cc(C)c(CNc2cc(C)cc(C)c2)cc1C	-9%	-12%	i	42	0.4	54	-2%	-1.0%	0.3%	-0.2%	44%
O=C(COC(=O)C1CC1)Nc1ccccc1Sc1ccccc1	0%	-1%	i	45	1.5	97	19%	-1.6%	-0.9%	1.2%	18%
COc1ccccc1C(C(=O)NCc1ccccc1)N(C(=O)c1csnn1)C1CC1 (centres undefined)	-2%	2%	i	28	-0.8	46	3%	-4.2%	-0.8%	0.0%	-13%
Cc1nc(SCN2C(=O)c3ccccc3C2=O)n[nH]1	6%	-1%	i	29	-0.9	65	7%	-1.0%	-0.1%	0.3%	-13%
Cc1cc(S(=O)(=O)NC(C)C)ccc1OCC(=O)Nc1ccc2c(c1)OCCO2	2%	8%	i	56	1.1	93	5%	-4.0%	0.0%	0.1%	4%[20 µM]
CCCC(=O)NC(=S)Nc1cc(-c2nc3ncccc3o2)ccc1C	-6%	-5%	i	20	2.3	37	-1%	3.8%	-0.2%	-0.1%	-4%
Cc1ccc(OCCNS(=O)(=O)c2cccs2)cc1	3%	-20%	i	10	-0.8	84	-10%	16%	-0.2%	0.3%	-24%
COc1ccccc1NC(=O)CCN1CCN(C)CC1	8%	11%	i	50	-2.0	37	-10%	2.0%	0.4%	0.6%	-10%
CCN(C(=S)Nc1cccnc1)c1ccccc1	-3%	-2%	i	49	2.2	63	-1%	-3.7%	0.0%	-0.2%	28%
Cc1cc(C(=O)CSc2cccc[n+]2[O-])c(C)n1-c1ccccc1	1%	-13%	i	56	-0.4	53	5%	-1.3%	-0.6%	0.1%	-7%
COc1ccc(Br)c2oc(S)cc(=O)c12	-4%	-6%	i	57	1.2	73	0%	0.5%	-0.3%	-0.3%	-7%
N#Cc1ccc(COC(=O)Cn2nnc(-c3ccccc3)n2)cc1	5%	7%	i	64	0.9	65	-5%	-2.9%	0.1%	-0.1%	42%
COc1ccc(S(=O)(=O)Nc2ccccc2C(=O)N2CCCC2)cc1C	-3%	-3%	i	14	-1.7	53	-2%	0.5%	0.3%	-0.2%	-18%
Cc1oc(C(C)(C)C)cc1C(=O)NC1CCN(Cc2ccccc2)CC1	-1%	2%	i	31	2.6	31	10%	3.0%	-0.9%	0.6%	-8%
CCC(C)N(CCNC(=O)c1ccc(NC2=NC3CS(=O)(=O)CC3S2)cc1)Cc1ccco1 (centres undefined)	·	14%	i	22	-2.2	60	-3%	-6.9%	0.8%	-0.2%	4%[20 µM]
Cc1cccc(CSC2=NCCN2C(=O)c2ccco2)c1	7%	2%	i	44	2.1	55	-9%	-0.4%	-0.8%	0.3%	0%
Cc1cc(C)cc(Nc2cc(C)nc3nc(C)nn23)c1	9%	5%	i	31	1.8	46	-1%	-2.2%	-0.4%	-0.1%	-3%
Cn1ccnc1SCC(=O)Nc1ccc(Br)cc1C(F)(F)F	3%	-19%	i	11	0.4	53	11%	0.7%	-0.4%	-0.1%	-8%
CC(=O)N1CCN(c2ccc(NC(=O)c3ccc([N+](=O)[O-])cc3Cl)cc2)CC1	10%	10%	i	58	1.1	62	4%	-1.2%	-0.3%	-0.2%	-20%[20 µM]
Fc1ccccc1CN1CCN(c2ncccn2)CC1	-3%	6%	i	40	-0.8	58	0%	-0.8%	0.3%	-0.2%	-33%[20 µM]
CN(Cc1cnccn1)Cc1c(C(=O)N2CCc3ccccc3C2)nc2ccc(Cl)cn12	-4%	-1%	i	61	0.2	81	·	·	0.3%	0.2%	-47%[20 µM]
CCN(CC)CCC(=O)N1c2ccccc2Sc2ccc(NC(=O)OC)cc21	4%	-1%	i	61	13	61	-12%	1.5%	0.1%	1.1%	-27%
COc1ccccc1NC(=O)c1ccc(N2CC3CC(C2)c2cccc(=O)n2C3)c(NC(=O)c2ccncc2)c1 (centres undefined)	6%	6%	i	45	0.4	65	-2%	16%	1.0%	-0.1%	-24%
CCOC(=O)C1CCCN(c2nc3ccccc3nc2C(C#N)C(=O)OC(C)C)C1 (centres undefined)	-46%	13%	i	46	2.6	28	8%	-3.6%	-0.3%	-0.5%	20%
CS(=O)(=O)N1CCN(C2Cc3ccccc3C2)CC1	3%	-5%	i	64	-0.3	42	-3%	-2.8%	-0.2%	-0.1%	-10%
O=C(CN1CCC(n2nnc3cc(F)ccc32)CC1)NNC(=O)c1ccccc1	-4%	14%	i	16	-1.1	62	-6%	8.0%	0.5%	-0.1%	-4%
COc1ccc([C@H]2[C@H]3C=CC[C@@H](C)[C@@H]3C(=O)N2Cc2ccccc2)cc1Cl	-3%	5%	i	30	2.3	98	21%	·	0.7%	-0.1%	16%
Fc1ccccc1Cc1noc(CN2CCCC(CN3CCOCC3)C2)n1 (centres undefined)	-2%	11%	i	3	0.4	42	4%	-8.6%	0.1%	-0.3%	-32%
CCc1c(C)nc2cc(-c3ccc(Cl)cc3)[nH]n2c1=O	4%	-9%	i	33	0.2	47	-1%	2.6%	-2.0%	-0.1%	-70%[20 µM]
COc1cc(OC)cc(C(=O)NCCNc2nc3cc(C)cc(C)c3cc2C#N)c1	-3%	7%	i	14	1.0	51	-5%	-0.1%	-1.2%	1.1%	-21%[20 µM]
O=C(CCCN1C(=O)c2ccccc2C1=O)NC1CCCCCC1	-3%	9%	i	46	0.1	80	9%	-0.4%	0.0%	-0.1%	-58%
O=C(O)c1ccc2c(=O)n3c(nc2c1)/C(=C/c1ccc(Cl)c([N+](=O)[O-])c1)CC3	-7%	2%	i	20	0.5	60	-1%	-2.5%	-0.1%	0.2%	4%
c1ccc(-n2ncc3c(NCCCN4CCOCC4)ncnc32)cc1	-2%	-6%	i	23	-0.7	75	4%	2.3%	0.1%	-0.1%	-14%
O=C(Cn1cnc2ccccc21)N/N=C/c1cccc([N+](=O)[O-])c1	-3%	-8%	i	56	-2.1	77	3%	·	0.6%	0.2%	·
O=C1CN(C(=O)CSc2nnc(-c3ccccc3)n2Cc2ccc3c(c2)OCO3)c2ccccc2N1	29%	6%	i	33	-1.3	45	0%	-4.9%	-0.4%	-0.2%	18%

4 compounds from above, ordered by the number in T cell HTS vesicle-bound %, rising:
SMILES	T cell HTS vesicle-bound %
Cn1ccnc1SCC(=O)Nc1ccc(Br)cc1C(F)(F)F	11
Cc1nc(SCN2C(=O)c3ccccc3C2=O)n[nH]1	29
CCN(C(=S)Nc1cccnc1)c1ccccc1	49
N#Cc1ccc(COC(=O)Cn2nnc(-c3ccccc3)n2)cc1	64

(next part)
SMILES	Salmonella PhoP GFP	GPR35 arrestin U2OS	T cell HTS	T cell HTS vesicle-bound %	NTR1 agonist	NTR1 agonist cell count 20 µM	GPR55 LPI antagonism	KOR beta-arrestin-1	West Nile antiviral	GPR55 beta-arrestin	KOR beta-arrestin-2
Clc1ccccc1N1CCN(Cc2ccco2)CC1	-4%	-13%	i	32	-0.2	51	-7%	-0.4%	-0.6%	-0.3%	-38%[20 µM]
Cc1cccc(NC(=O)CN2C(=O)COc3ccc(Cl)cc32)c1C	5%	2%	i	41	-2.4	51	8%	-1.6%	0.3%	0.4%	6%
CSc1nnc(C)c(=O)n1COC(=O)COc1ccccc1C	-8%	10%	i	50	0.7	53	4%	-1.6%	0.4%	-0.1%	-15%
Cc1cc[n+](CC(=O)c2ccc3c(c2)OCCO3)cc1	2%	14%	i	23	-1.7	90	3%	-0.8%	-0.1%	-0.3%	-13%
CC(=O)Nc1cc(C(=O)N2CCOCC2)ccc1S(=O)(=O)c1ccc(C)cc1	-12%	3%	i	41	-1.1	44	10%	5.3%	0.3%	0.5%	0%
CCN(C(=O)COC(=O)c1c(C)c(-c2ccccc2)nc2ccccc12)C1CCS(=O)(=O)C1 (centres undefined)	-9%	-4%	i	5	3.2	73	8%	7.1%	0.3%	0.7%	-10%
Cc1cc(NC(=O)COc2ccc(F)c(Cl)c2)no1	1%	0%	i	13	-0.6	49	19%	1.5%	0.0%	0.4%	27%
Cc1ccccc1CSCc1nc(N)nc(Nc2ccccc2C)n1	-3%	6%	i	31	3.8	51	6%	7.4%	-0.6%	0.1%	-5%
CC(=O)/C(=N\Nc1ccc(Cl)cc1Cl)Sc1nnc(-c2ccccc2)n1-c1ccccc1	1%	26%	i	40	2.4	71	8%	0.8%	-0.9%	-0.1%	-22%
CCOc1ccc(NC(=O)CN2C(=O)COc3ccccc32)cc1	7%	-19%	i	16	0.2	67	-2%	0.4%	-0.4%	-0.1%	-20%[20 µM]
Nn1c(Cc2ccccc2F)nnc1SCn1nnc2ccccc2c1=O	4%	-14%	i	5	-2.1	84	13%	-0.4%	0.1%	0.1%	9%
COc1ccc2c(C)cc(SCc3c(C)noc3C)nc2c1	3%	2%	i	15	1.5	51	-7%	3.1%	0.5%	-0.1%	-40%
CN=C(Nc1ccccc1OC)SC1CC(=O)N(c2ccc(C(=O)OC)cc2)C1=O (centres undefined)	6%	-2%	i	30	0.6	44	-15%	-1.9%	-0.4%	-0.4%	-10%
O=C(Nc1ccon1)c1cc2c(s1)CCCC2	2%	2%	i	10	0.1	83	0%	-2.5%	-0.4%	1.0%	46%

2 compounds drawn at random from those above, as already listed:
SMILES	Salmonella PhoP GFP	GPR35 arrestin U2OS	T cell HTS	T cell HTS vesicle-bound %	NTR1 agonist	NTR1 agonist cell count 20 µM	GPR55 LPI antagonism	KOR beta-arrestin-1	West Nile antiviral	GPR55 beta-arrestin	KOR beta-arrestin-2
Cc1ccccc1CSCc1nc(N)nc(Nc2ccccc2C)n1	-3%	6%	i	31	3.8	51	6%	7.4%	-0.6%	0.1%	-5%
COc1ccccc1NC(=O)CCN1CCN(C)CC1	8%	11%	i	50	-2.0	37	-10%	2.0%	0.4%	0.6%	-10%

Source: PubChem (several laboratories)
